Screening results deposited in PubChem by several laboratories.
MgcRacGAP inhibition = MgcRacGAP GTPase-activating activity inhibitors, confirmation, biochemical, ADP Hunter fluorescence; Rac GTPase-activating protein 1 (Homo sapiens); MgcRacGAP-stimulated Rac1 GTP hydrolysis, ADP Hunter fluorescence; higher % means a stronger effect; GST-tagged Rac1 F28L mutant substrate; inhibition, % at 30 µM; hits with a dose series show IC50 in µM; hit rate 0.6% among 340,000; AID 624330, 2012;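 active means first-screen hits whose inhibition reached a set limit at any dose in the follow-up dose series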;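 further: fluorescence reports GDP produced by GAP-driven GTP hydrolysis; strong numbers were not always called active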
GPR55 LPI antagonism = GPR55 antagonists blocking LPI-driven arrestin recruitment, primary screen, imaging, U2OS, beta-arrestin-GFP, LPI agonist (AID 2013); G-protein coupled receptor 55 (Homo sapiens); U2OS GPR55 beta-arrestin-GFP translocation imaging, LPI antagonism; higher % means a stronger effect; inhibition, % at 10 µM, or IC50 in µM where a hit was titrated; hit rate 0.13% among 290,000;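 active means spots per cell inhibited over 60%, with over 100 cells counted and total cytoplasm intensity under 500,000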;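 further: U2OS cells stably carrying GPR55 and arrestin-GFP stimulated by 5 µM LPI near EC80; imaged beta-arrestin-GFP aggregate spots per cell after agonist stimulation; plate controls were LPI-stimulated DMSO wells for no effect and DMSO wells without LPI for full effect; some results filed as inactive read as strong as hits; confirmed hits need IC50 under 10 µM and bright autofluorescent wells are also inconclusive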
K1F lysis inhibition = inhibition of K1F phage lysis, E. coli UTI89, bacterial capsule biogenesis inhibitors, alamar blue (AID 488966); E. coli UTI89 K1F phage lysis, alamar blue, 2 h; higher % means a stronger effect; inhibition, % at 100 µM; hits with a dose series show IC50 in µM; hit rate 0.02% among 340,000;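 active means phage lysis inhibition, versus mean bacterial control, above a set limit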;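 further: capsule biogenesis inhibitors block K1F phage lysis so surviving cells raise fluorescence; higher fluorescence means more inhibition of phage lysis; actives were called in the ten point dose series up to 300 µM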
GPR35 arrestin U2OS = GPR35 antagonists blocking zaprinast-driven arrestin recruitment, primary screen, imaging, U2OS, beta-arrestin-GFP, zaprinast agonist (AID 2058). G-protein coupled receptor 35 (Homo sapiens). U2OS GPR35 beta-arrestin-GFP translocation imaging, zaprinast antagonism; higher % means a stronger effect. one-dose inhibition, % at 10 µM; IC50 in µM for titrated hits. hit rate 0.052% among 290,000;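 active means inhibition of at least 50% with at least 30 cells and total cytoplasm GFP at most 10,000,000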
NTR1 agonist = agonists of NTR1, primary screen, imaging, U2OS cells, beta-arrestin-GFP, high content (AID 493036) | activation, % at 20 µM | NTR1-U2OS beta-arrestin-GFP spot imaging, agonist mode | Neurotensin receptor type 1 (Homo sapiens), P30989 | hit rate 0.17% among 330,000;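 active means activation at or above 40% of the spot to cytoplasm intensity ratio, with at least 20 cells analyzed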;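 further: 0% = DMSO without peptide and 100% = 100 nM NTR1 peptide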
Target sequence (P30989 whole entry, looked up): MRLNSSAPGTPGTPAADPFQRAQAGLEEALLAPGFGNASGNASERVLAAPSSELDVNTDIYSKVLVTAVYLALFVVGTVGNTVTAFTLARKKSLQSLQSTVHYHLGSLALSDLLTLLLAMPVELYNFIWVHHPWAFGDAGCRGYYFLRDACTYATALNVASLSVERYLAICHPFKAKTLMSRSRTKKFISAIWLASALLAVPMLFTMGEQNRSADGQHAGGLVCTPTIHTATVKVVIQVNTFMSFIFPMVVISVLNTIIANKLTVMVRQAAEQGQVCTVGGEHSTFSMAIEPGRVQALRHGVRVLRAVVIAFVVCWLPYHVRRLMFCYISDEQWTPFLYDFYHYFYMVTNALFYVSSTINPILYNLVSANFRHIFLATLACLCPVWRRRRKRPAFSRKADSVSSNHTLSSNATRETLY
KOR beta-arrestin-1 = KOR agonists, beta-arrestin recruitment, primary screen, cell-based, luminescence, uHTS (AID 1777); Kappa-type opioid receptor (Homo sapiens); KOR beta-arrestin recruitment, luminescence; higher % means a stronger effect; activation, % at 10 µM, or EC50 in µM where a hit was titrated; hit rate 0.02% among 280,000; in the data active means activation above about 50%, passing the limit was not always enough; further: a part of the inactive calls stands beside numbers as strong as those of hits
NOD1 NF-kB reporter = NOD1 signaling inhibitors, primary screen, cell-based, luminescence, uHTS (AID 1578). hit rate 1% among 290,000. one-dose inhibition, % at 4 µM; EC50 in µM for titrated hits. NOD1-driven NF-kB luciferase reporter cells, luminescence; higher % means a stronger effect; in the data active means inhibition mostly above about 36%, no sharp cut-off; inactive means mostly below about 34%;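 further: HEK-293T reporter cells stimulated with the NOD1 agonist gamma-tri-DAP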
GPR55 activation = GPR55 agonists via beta-arrestin recruitment, primary screen, imaging, U2OS cells, beta-arrestin-GFP redistribution (AID 1961) | G-protein coupled receptor 55 (Homo sapiens) | U2OS GPR55 beta-arrestin-GFP redistribution imaging; higher % means a stronger effect | activation, % at 10 µM, or EC50 in µM where a hit was titrated | hit rate 0.048% among 290,000;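 active means activation above 40% with more than 50 cells counted in the well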;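 further: U2OS osteosarcoma cells stably expressing GPR55 and beta-arrestin-GFP; plate controls were DMSO negative control for no effect and LPI positive control for full effect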
KOR beta-arrestin-2 = KOR antagonists, beta-arrestin recruitment, cell-based, luminescence, uHTS (AID 1778). KOR beta-arrestin recruitment, luminescence, antagonist mode; higher % means a stronger effect. inhibition, % at 10 µM, or IC50 in µM where a hit was titrated. hit rate 0.091% among 290,000; in the data active means inhibition above about 50%; further: strong numbers were not always called active
NTR1 agonist cell count 20 µM = further read-out of NTR1 agonist, marked with its call; cell count; measured here: cell count, cytotoxicity flag
Active calls of the source: *; / = no result given; [ ] = remark or other dose. Only part of the results is shown; rates above refer to the full screens.

SMILES | MgcRacGAP inhibition | GPR55 LPI antagonism | K1F lysis inhibition | GPR35 arrestin U2OS | NTR1 agonist | NTR1 agonist cell count 20 µM | KOR beta-arrestin-1 | NOD1 NF-kB reporter | GPR55 activation | KOR beta-arrestin-2
O=C(O)c1cc(S(=O)(=O)N2CCN(S(=O)(=O)c3ccccc3)CC2)ccc1Cl | 1% | 4% | 0.1% | 8% | 0.1 | 101 | 14% | -7% | -0.1% | 16%
CCCNC(=O)c1cc2c3ccccc3n(C)c2s1 | 7% | -10% | 0.1% | 13% | -1.9 | 90 | 0.9% | -19% | -0.3% | 26%
CCOC(=O)Cc1c(C)c2c(C)nn(-c3ccccc3)c2oc1=O | 2% | 16% | 0.8% | 1% | 2.0 | 95 | -3.4% | -22% | 0.0% | 18%
C=CCOc1c(Cl)cc(CNc2ccc3[nH]c(=O)[nH]c3c2)cc1OC | 16% | 4% | 0.3% | -2% | 2.3 | 35 | -1.5% | 23% | -0.2% | -15%
CCCCC(CC(O)COCC(C)C)C(=O)NNC(=S)Nc1ccccc1 (stereo not given) | 2% | 4% | 0.2% | 15% | -0.5 | 83 | -1.5% | -34% | 0.3% | 23%
COCCn1c(SCc2cccc(F)c2)nc2cc(C(=O)OC)ccc2c1=O | 10% | 2% | 1.3%[50 µM] | -16% | 5.1 | 69 | 4.5% | -2% | -0.2% | 14%
O=c1c(C=NCc2ccccc2)c(NCc2ccccc2)nc2ccccn12 | 5% | -12% | -0.3% | 0% | 21 | 37 | 1.7% | -23% | 0.2% | -34%
COc1ccc(/C(N)=N/OC(=O)c2c(-c3ccccc3Cl)noc2C)cc1OC | 8% | 4% | -0.3% | 10% | 2.5 | 57 | 2.6% | -1% | 0.3% | -2%
CC(C)c1ccccc1NC(=O)C1CC(=O)N(C2CCCC2)C1 (stereo not given) | 9% | -2% | 0.9%[50 µM] | 0% | 0.6 | 56 | 6.2% | -34% | 0.2% | 1%
CCOC(=O)C1(Cc2ccccc2)CCN(Cc2cccn2-c2cccnc2)CC1 | 11% | 9% | 0.3% | 9% | 0.9 | 60 | -3.7% | -2% | 0.2% | -2%
COc1ccc(NC(=O)c2cc3cc(OC)ccc3oc2=N)cc1 | 5% | 17% | 0.8% | -7% | 13 | 76 | 12% | 0% | -0.1% | -51%
O=C1c2ccccc2C(=O)N1c1ncccn1 | 2% | 9% | -0.6% | 5% | -0.1 | 53 | -1.9% | 5% | -0.1% | -24%
CCOC(=O)C1CCN(S(=O)(=O)c2c(C)[nH]c(C)c2C(=O)N2CCCCC2)CC1 | 5% | 16% | 0.2% | -8% | -0.8 | 59 | 0.4% | -25% | -0.1% | -32%
COc1ccc(CCNC(=O)C/C(C)=N/NC(=O)C23CC4CC(CC(C4)C2)C3)cc1OC | 1% | 6% | 2.8% | -8% | 1.8 | 48 | 7.2% | -16% | 0.5% | 17%
COc1cccc2c(=O)cc(C)n(CC(=O)Nc3cccc(C)c3)c12 | 6% | 2% | 0.5% | -1% | 2.5 | 65 | 7.7% | -21% | -0.2% | -9%
CC(SCc1ccccc1)C(=O)N/N=C/c1cc2c(cc1Br)OCO2 (stereo not given) | 9% | 6% | 3.0% | -12% | 0.2 | 48 | 4.6% | 9% | 0.2% | 0%
Cc1cc(C)c2cc(C)c(SCC(=O)NCc3ccco3)nc2c1 | 2% | 3% | 0.5% | 5% | 4.9 | 82 | -0.9% | -15% | -0.2% | -7%[20 µM]
Cc1cc(C)cc(NC(=O)NCc2nnc(SCc3ccccc3)n2C)c1 | 9% | 3% | 0.4% | -15% | 0.1 | 65 | -2.8% | -4% | -0.1% | -2%
Fc1ccc(-c2csc(=S)[nH]2)cc1 | 21% | 4% | -0.3% | 1% | -1.3 | 43 | -1.6% | -21% | -0.2% | -7%
COc1cccc(NC(=O)N2CCc3ccccc3C2)c1 | 7% | 20% | 0.0% | -2% | -1.1 | 53 | -6.9% | -20% | -0.1% | 33%
Cc1ccc(C(=O)OCC(=O)N2CC(C)CC(C)C2)cc1S(=O)(=O)N1CCOCC1 (stereo not given) | 3% | 7% | 0.5%[50 µM] | -4% | 2.2 | 60 | 4.6% | -26% | 0.3% | -22%
O=C1Nc2cc3c(cc2C1=O)sc1ccccc13 | / | -11% | / | 12% | 0.9 | 54 | 2.1% | -8% | -0.2% | -39%
COc1ccc(CN=C(NS(=O)(=O)c2cccs2)SC)cc1 | 2% | 7% | 1.5% | -5% | -0.7 | 59 | -4.7% | -6% | -0.1% | 22%
O=C(NC1=NCCS1)c1cccc(N2C(=O)c3ccccc3C2=O)c1 | 5% | -5% | 0.5% | -2% | 2.6 | 38 | -0.7% | -29% | -0.4% | 3%
Clc1cccc(CSc2nnc(-c3cccnc3)n2Cc2ccco2)c1 | 2% | 2% | 0.7% | -6% | 2.2 | 86 | -4.9% | 1% | 0.2% | -10%
O=C1C2CC=CCC2C(=O)N1c1ccc(NCCc2ccc(O)cc2)c([N+](=O)[O-])c1 (stereo not given) | 21% | 0% | 0.3% | -4% | 1.9 | 63 | 3.9% | -10% | -0.2% | 34%
CN(C)C(CNC1CC(C)(C)NC(C)(C)C1)c1cccc(F)c1 (stereo not given) | 5% | -2% | 0.5% | -7% | -1.1 | 50 | -5.2% | -12% | 0.2% | -20%
COC(=O)C1=CN(Cc2ccc(OC)c(OC)c2)C=C(C(=O)OC)C1c1cccs1 | -10% | 8% | -0.7% | -11% | / | / | 2.4% | -56% | -0.1% | -4%
CCN1CCN(C(C(=O)NC2CCCC2)c2ccc(Cl)cc2)CC1 (stereo not given) | 12% | 2% | -0.9% | 0% | 1.2 | 78 | -3.1% | -2% | 0.3% | 30%
COc1ccc(-c2cc(-c3ccc(O)cc3)nc(N)c2C#N)cc1OC | 12% | -4% | 0.3% | 7% | 4.9 | 47 | / | 32% | 0.2% | -35%[20 µM]
COc1ccc(Cl)cc1C(=O)Nc1nc2ccc(S(C)(=O)=O)cc2s1 | / | 4% | / | -12% | 5.5 | 89 | 15% | -31% | 0.7% | -14%
Cc1ccc(NC(=O)COc2cccnc2[N+](=O)[O-])cc1S(=O)(=O)N1CCOCC1 | 7% | 6% | 0.3% | 3% | 0.7 | 56 | -8.3% | -6% | 0.5% | 14%
Cc1onc(-c2c(Cl)cccc2Cl)c1C(=O)NN1CCCCCC1 | 5% | 7% | 0.1% | -2% | -0.3 | 47 | -5.3% | -9% | 0.0% | -4%
O=S(=O)(O)c1nnc2sc3ccccc3n12 | 7% | 9% | 2.0% | 0% | 1.6 | 78 | 3.7% | 3% | 0.3% | -30%
Cn1nnnc1SCC(=O)Nc1ccccc1C(=O)NCc1ccccc1 | 0% | 6% | -0.2% | 6% | 0.8 | 59 | -1.4% | -46% | -0.1% | 16%
Cc1cc(C)c(S(=O)(=O)N2CCCOC2CNC(=O)C(=O)NCc2ccncc2)c(C)c1 (stereo not given) | 2% | 7% | 4.3% | -3% | 0.2 | 59 | 0.2% | -27% | 0.2% | -44%

Complete entries, quoted from the list.
Cc1onc(-c2c(Cl)cccc2Cl)c1C(=O)NN1CCCCCC1 across the screens: MgcRacGAP inhibition: 5%; GPR55 LPI antagonism: 7%; K1F lysis inhibition: 0.1%; GPR35 arrestin U2OS: -2%; NTR1 agonist: -0.3; NTR1 agonist cell count 20 µM: 47; KOR beta-arrestin-1: -5.3%; NOD1 NF-kB reporter: -9%; GPR55 activation: 0.0%; KOR beta-arrestin-2: -4%
CC(C)c1ccccc1NC(=O)C1CC(=O)N(C2CCCC2)C1 (stereo not given) across the screens: MgcRacGAP inhibition: 9%; GPR55 LPI antagonism: -2%; K1F lysis inhibition: 0.9%[50 µM]; GPR35 arrestin U2OS: 0%; NTR1 agonist: 0.6; NTR1 agonist cell count 20 µM: 56; KOR beta-arrestin-1: 6.2%; NOD1 NF-kB reporter: -34%; GPR55 activation: 0.2%; KOR beta-arrestin-2: 1%
Cn1nnnc1SCC(=O)Nc1ccccc1C(=O)NCc1ccccc1 across the screens: MgcRacGAP inhibition: 0%; GPR55 LPI antagonism: 6%; K1F lysis inhibition: -0.2%; GPR35 arrestin U2OS: 6%; NTR1 agonist: 0.8; NTR1 agonist cell count 20 µM: 59; KOR beta-arrestin-1: -1.4%; NOD1 NF-kB reporter: -46%; GPR55 activation: -0.1%; KOR beta-arrestin-2: 16%

Going on with the list.
SMILES | MgcRacGAP inhibition | GPR55 LPI antagonism | K1F lysis inhibition | GPR35 arrestin U2OS | NTR1 agonist | NTR1 agonist cell count 20 µM | KOR beta-arrestin-1 | NOD1 NF-kB reporter | GPR55 activation | KOR beta-arrestin-2
CCN(CC)CCNC(=O)C1c2ccccc2C(=O)N(C)C1c1cn(C)c2ccccc12 (stereo not given) | 10% | 18% | 0.3% | -13% | -0.3 | 58 | 2.2% | -29% | -0.1% | 11%
CC(=O)C(Cc1ccccc1)NC(=O)CCl (stereo not given) | 4% | 3% | 1.2% | -8% | 0.9 | 37 | -8.0% | -14% | 0.1% | -5%
CCCCN1C=C(C(=O)OC)C(c2ccccc2C(F)(F)F)C(C(=O)OC)=C1 | 0% | -9% | 0.8% | -2% | 1.2 | 89 | -1.5% | 13% | 0.2% | -20%
COc1cc2[nH]c(=S)n(Cc3ccco3)c(=O)c2cc1OC | 11% | -2% | -0.7% | -14% | 3.1 | 55 | 3.1% | -2% | 0.0% | -40%
Cc1cccc(N2C(=O)N3[C@H](c4ccc(F)cc4)[C@@H]4C(=O)N(C5CCCCC5)C(=O)[C@@H]4[C@]3(Cc3ccccc3)C2=O)c1 | 2% | 0% | 0.3% | 6% | 2.7 | 68 | -3.6% | -10% | -0.1% | -21%[20 µM]
CCN1CCN(c2c(C=O)c(Cl)nc3ccc(OC)cc23)CC1 | 17% | -3% | 0.4% | 1% | 1.1 | 56 | 4.1% | 40% | -0.2% | -59%[20 µM]
CCC(C)NS(=O)(=O)c1ccc(NS(C)(=O)=O)cc1 (stereo not given) | 6% | 5% | 0.3% | 16% | 0.9 | 59 | -2.0% | -13% | -0.1% | 21%
COc1ccc(CCNC(=O)c2sc(=S)n(C)c2N)cc1 | 13% | 2% | 8.7% | 5% | 18 | 56 | -5.1% | -9% | -0.1% | -13%
CCCCNC(=O)C(=O)N/N=C/c1ccc(OCC(=O)Nc2cccc(OC)c2)c(OC)c1 | 14% | -2% | 2.0%[50 µM] | -5% | 3.0 | 60 | -3.5% | -2% | -0.1% | -7%
